# From PubChem
# DENV2 CPE rescue – inhibitors of DENV2 cytopathic effect. CPE inhibition, % at 9.99 µM. hit rate 1.7% among 350,000. AID 651640. DENV2-infected cells, cytopathic effect rescue, plate reader; in the data active = CPE inhibition above about 20%, passing the limit was not always enough; inconclusive = no clear call, values can overlap the other calls; tested in BHK-21 cells;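 also: 0% = median of neutral control wells and 100% = median of positive control wells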
# PAX8 reporter – PAX8 transcriptional activity inhibition; RMG-I TPO-luciferase reporter, SteadyGlo, 24 h; inhibition, % at 12.6 µM; hit rate 1.2% among 360,000;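 active = mean replicate inhibition at least 60% with every replicate also reaching 60%; inconclusive = only one of the two criteria is met; inactive = mean below 60% and not all replicates reaching 60%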;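 also: luciferase light reporting Pax8 driven TPO promoter activity; plate controls were median of neutral control wells for no effect and mitoxantrone controls for full effect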
# FN deposit inh – fibronectin deposition inhibition | hit rate 0.086% among 350,000 | AID 743247 | inhibition, % at 12.6 µM | AH1F fibroblasts, Alexa488-fibronectin deposition fluorescence, overnight;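 active = mean inhibition across replicates of 30% or more, regardless of how many single replicates reach that level; inconclusive = mean under 30% yet at least half of replicates reach 30%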;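 also: positive control wells lacked labelled fibronectin entirely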
#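 Measured by – fluorescence 485/525 nm · System – AH1F fibroblast monolayer, labelled fibronectin deposition · Amount – 10000 cells per well · Buffer or medium – serum-reduced DMEM (2% serum) · Doses – single dose, pinned · Also added – fluorescent fibronectin at 24 nM final · Schedule – 1 h cell attachment, overnight exposure to compound and label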
# EWS-Fli inh – EWS/Fli transcriptional activity inhibition | hit rate 0.67% among 350,000 | inhibition, % at 12.6 µM | AID 651661 | A673 NR0B1-luciferase reporter, viability-normalised;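 active = mean inhibition of at least 50% after viability correction, with every replicate also passing that limit; inconclusive = mean reaches 50% but only one of two replicates passes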;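 also: firefly luciferase signal divided by Alamar Blue viability fluorescence both relative to DMSO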
# miR122 inh – miR-122 inhibition in Huh7 cells. Huh7 miR-122 Renilla luciferase sensor, 48 h; neutral wells = 0, positive control = 100. activation (reporter increase), % at 12.5 µM. hit rate 0.3% among 340,000;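 active = mean replicate activation score at least 90 and every replicate individually at or above 90; inconclusive = only one of the two criteria met; inactive = neither criterion met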;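 also: higher luciferase means less miR-122 activity so hits act as miR-122 inhibitors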
# INS-1E GSIS act – GLuc luminescence reporter in INS-1E cells, primary screen for activators of glucose-dependent secretion of insulin; INS-1E GLuc reporter insulin secretion, 2-3 h; activation, % at 16.6 µM; hit rate 0.61% among 370,000; AID 743287;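 active = lowest replicate activation of at least 40%, so every replicate reaches that level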;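 also: 0% = median of neutral control wells and 100% = median of IBMX positive control wells; some compounds called inactive have numbers as strong as hits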
# F508del corr – correctors of CFTR F508del function in bronchial epithelial cells; CFBE cells, YFP halide quenching; stimulated with forskolin plus potentiator P3; % fluorescence drop versus neutral controls; activity (quench increase), % at 7.58 µM; hit rate 0.36% among 350,000; AID 720511;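 active = mean added fluorescence quench of at least 8% versus neutral control, with both replicates also reaching 8%; inconclusive = only one of the mean or replicate conditions met; inactive = mean below 8% and not both replicates reaching 8%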;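 also: cells transiently co-express mutant CFTR-F508del with the halide-sensitive YFP; corrector assay measuring rescue of mutant channel to the surface after 24 h compound exposure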
# Starred values were filed as active, the others as inactive; u = inconclusive; x = no result given; [ ] = another dose, or the depositor's remark.
molecule	DENV2 CPE rescue	PAX8 reporter	FN deposit inh	EWS-Fli inh	miR122 inh	INS-1E GSIS act	F508del corr
O=C(N[C@H]1CC[C@@H](CCNS(=O)(=O)Cc2ccccc2)O[C@H]1CO)c1ccccc1F	5	19	5	7	-6[16.7 µM]	-1	0.7
CCS(=O)(=O)Nc1ccc2c(c1)C(=O)N(C)C[C@H](OC)[C@@H](C)CN(C(C)=O)[C@@H](C)CO2	-5	x	2	-13	-8[16.7 µM]	8	-1.7
C[C@@H]1CN([C@@H](C)CO)S(=O)(=O)c2ccc(C#C[C@@H](C)O)cc2O[C@H]1CN(C)C(=O)c1ccncc1	-2	-27	2	-13	1[16.7 µM]	-2	-0.1
O=c1c[n+]([O-])c2ccccc2n1OCc1ccccn1	x	-6	-14	x	-3	x	x
CN(C)C(=O)c1cccc(-c2ccccc2[C@H]2[C@@H](C#N)N(C(=O)C3CCCC3)[C@@H]2CO)c1	1	x	-6	21	x	-3	1.2
CCOc1ccccc1C(C(=O)NCCOC)N(CCOC)C(=O)Cn1nnc2ccccc21 (centres undefined)	2	14	x	-7	x	-8	1.7
O=C(C[C@H]1C[C@H]2c3cc(NC(=O)c4cccnc4)ccc3O[C@H]2[C@@H](CO)O1)NCc1cccnc1	10	-8	-11	-3	-5[16.7 µM]	3	0.3
COC(=O)C1=C(O)/C(=C\c2cc(C)n(-c3ccccc3C)c2C)N=C1C	1	x	x	-81	2	-3	-0.8
CCOc1ccc(C(=O)N/N=C/c2ccccc2[N+](=O)[O-])cc1	x	-205	-3	x	x	4	x
CNC(=O)C[C@@H]1CC[C@H]2[C@H](COc3ccc(NC(=O)Nc4ccc(F)cc4)cc3C(=O)N2C)O1	-4	-37	0	0	2[16.7 µM]	1	1.7
CNc1nc(-c2ccc3c(c2)CCN3C(=O)c2cccc(F)c2)cs1	5	-44	-5	19	x	-7	3.7
CO[C@@H]1CN(C)C(=O)c2ccc(NC(=O)C3CCOCC3)cc2OC[C@@H](C)NC[C@H]1C	u	x	-17	-7	x	21	-2.3
COc1ccc(CCNC(=O)c2cc(S(=O)(=O)N3CCC4(CC3)OCCO4)ccc2F)cc1OC	-1	16	0	13	x	x	-1.9
COc1ccc(F)cc1C(=O)C1CCCN(Cc2cccn2-c2ccccn2)C1 (centres undefined)	-1	25	-5	21	-6	7	4.2
COc1ccc2c3c([nH]c2c1)[C@@H](CO)N(CC1CC1)CC31CCN(C(=O)NC2CCCC2)CC1	-9	x	x	9	x	-12	3.5
COC(=O)[C@H]1[C@H](CO)[C@H]2Cn3c(ccc(C4=CCCC4)c3=O)[C@H]2N1C(=O)C1CCC1	0	x	x	5	-5[16.7 µM]	8	-1.3
CC1(C)N=C(N)N=C(N)N1c1ccc(OCC(=O)N2CCOCC2)cc1	-2	-5	-5	-4	-3	13	1.1
CSCCC(NC(=O)OC(C)(C)C)C(=O)Oc1ccc2c(=O)c(-c3ccc4c(c3)OCCO4)coc2c1 (centres undefined)	x	-123	-13	x	-1	x	x
C[C@H]1CN([C@@H](C)CO)C(=O)c2cc(-c3ccc(F)cc3)cnc2O[C@@H]1CN(C)C(=O)Cc1ccccn1	-5	2	-8	2	8[16.7 µM]	15	0.2
COc1ccc(Nc2cc(C)nc3c(C)cccc23)cc1OC	3	6	3	3	1	x	3.9
C[C@H](CO)N1C[C@H](C)[C@H](CN(C)Cc2ccccc2)Oc2ncc(-c3cccc(C#N)c3)cc2C1=O	5	-9	x	-12	1[16.7 µM]	0	-0.6
CC(C)Cc1nnc(NC(=O)CCS(=O)(=O)c2ccc(Cl)cc2)s1	-3	71*	-9	x	-2	x	-3.3
CCN(CC)C(=O)c1cn(CCC#N)nc1-c1ccc2c(c1)OCCO2	0	8	-7	0	x	1	-0.4
CN(C)S(=O)(=O)c1cccc(NC(=S)NCCc2ccccn2)c1	-4	12	9	-8	52	10	-1.2
CCN(CC)c1ccc(/C=N/OC(C)C(=O)Nc2ccc(C)cc2)cc1 (centres undefined)	x	-3	7	x	x	-11	x
O=C(Nc1cccc(F)c1)C1CCCN1C(=O)OCc1ccccc1 (centres undefined)	-2	-17	11	x	-5	17	0.9
COCCOC(=O)N1C(=O)[C@@]2(c3ccccc31)[C@H](c1ccc(O)cc1)N1[C@H](c3ccccc3)[C@H](c3ccccc3)OC(=O)[C@H]1[C@@H]2C(=O)N1CCc2cc(OC)c(OC)cc2C1	0	-6	x	-2	x	x	-4.2
CC(NC(=O)c1ccc2ccccc2n1)c1ccccc1 (centres undefined)	3	6	3	8	-9	11	-2.1
CC(=O)Oc1ccc2nc(-c3ccco3)oc(=O)c2c1	-5	24	-3	4	-8	8	-1.6
COc1ccc(CCNC(=O)Cn2c(=O)n(CC3CCCO3)c(=O)c3cc(OC)c(OC)cc32)cc1OC (centres undefined)	-1	12	-2	-1	x	17	-0.2

# Another view of part of the listing above.
# Screens in order: DENV2 CPE rescue, PAX8 reporter, FN deposit inh, EWS-Fli inh, miR122 inh, INS-1E GSIS act, F508del corr
- COc1ccc(Nc2cc(C)nc3c(C)cccc23)cc1OC
    3, 6, 3, 3, 1, x, 3.9
- C[C@H](CO)N1C[C@H](C)[C@H](CN(C)Cc2ccccc2)Oc2ncc(-c3cccc(C#N)c3)cc2C1=O
    5, -9, x, -12, 1[16.7 µM], 0, -0.6
- CC(C)Cc1nnc(NC(=O)CCS(=O)(=O)c2ccc(Cl)cc2)s1
    -3, 71*, -9, x, -2, x, -3.3

# Compound profiles, from the list above. Values in the order: DENV2 CPE rescue | PAX8 reporter | FN deposit inh | EWS-Fli inh | miR122 inh | INS-1E GSIS act | F508del corr
# `CCS(=O)(=O)Nc1ccc2c(c1)C(=O)N(C)C[C@H](OC)[C@@H](C)CN(C(C)=O)[C@@H](C)CO2` is listed with -5 | x | 2 | -13 | -8[16.7 µM] | 8 | -1.7
# `C[C@@H]1CN([C@@H](C)CO)S(=O)(=O)c2ccc(C#C[C@@H](C)O)cc2O[C@H]1CN(C)C(=O)c1ccncc1` is listed with -2 | -27 | 2 | -13 | 1[16.7 µM] | -2 | -0.1
# `CN(C)C(=O)c1cccc(-c2ccccc2[C@H]2[C@@H](C#N)N(C(=O)C3CCCC3)[C@@H]2CO)c1` is listed with 1 | x | -6 | 21 | x | -3 | 1.2
# `CO[C@@H]1CN(C)C(=O)c2ccc(NC(=O)C3CCOCC3)cc2OC[C@@H](C)NC[C@H]1C` is listed with u | x | -17 | -7 | x | 21 | -2.3
# `CC(NC(=O)c1ccc2ccccc2n1)c1ccccc1` (centres undefined) is listed with 3 | 6 | 3 | 8 | -9 | 11 | -2.1

# (continued)
molecule	DENV2 CPE rescue	PAX8 reporter	FN deposit inh	EWS-Fli inh	miR122 inh	INS-1E GSIS act	F508del corr
CCc1ccc(-c2cc3c(=O)n(CC(=O)NCc4ccccc4F)ncn3n2)cc1	2	-9	-7	x	-10	1	-0.8
CC(C)CC#Cc1ccc([C@H]2[C@@H](CO)N3C(=O)CN(C(=O)Nc4cc(F)ccc4F)C[C@@H]23)cc1	1	14	-9	-1	x	-5	1.4
Cc1ccc(C)c(NC(=S)c2ccccn2)c1	x	-77	-2	x	24	x	x
Cc1ccccc1N1CCN(C2CCCN(C(=O)c3ccsc3)C2)CC1 (centres undefined)	5	17	1	-10	-9	3	-0.2
O=C(CN1CCOCC1)N1CCCCN2[C@H](CO)[C@@H](c3ccc(-c4ccccc4)cc3)[C@H]2C1	54*	7	x	-7	3[16.7 µM]	16	-2.2
C[C@@H]1CN([C@@H](C)CO)C(=O)c2cc(NS(=O)(=O)c3ccc(F)cc3)ccc2O[C@@H]1CN(C)Cc1ccc(C(F)(F)F)cc1	9	107*	x	75*	-4[16.7 µM]	-17	2.1
O=C(CSc1nc2nn(-c3ccccc3)c(=O)c-2c2n1CCCCC2)Nc1ccc(F)cc1F	u	0	6	0	x	-4	3.2
COc1ccccc1-c1nnn(CC#N)n1	x	x	-1	x	0	-3	x
C[C@H]1CN([C@@H](C)CO)C(=O)c2ccccc2-c2ccccc2CO[C@H]1CN(C)S(=O)(=O)c1cccs1	-3	6	-10	0	x	-6	-0.2
CCc1ccc(CN(C)C(=O)c2cc(COc3ccc(-n4cncn4)cc3)on2)cc1	-4	-6	-3	-10	-11	-7	-0.5
COC(=O)C(Cc1ccccc1)NC(=O)C(CC(C)C)NC(=O)OC(C)(C)C (centres undefined)	x	4	13	x	-18	-3	x
CC(=O)c1cccc(-c2cnc3c(NC=O)cc(-c4ccc(F)cc4)cn23)c1	0	-9	3	14	2	-8	0.3
Cc1ccc(CNS(=O)(=O)c2cn(C)c(=O)n(C)c2=O)cc1	15	-4	0	x	-2	19	1.9
S=C(NCCc1ccccn1)NC1CC2CCC1C2 (centres undefined)	0	-65	-8	-36	x	-8	1.4
Cc1cc(C)c(NC(=O)CSc2nc3ncc(Br)cc3[nH]2)c(C)c1	2	-13	1	x	-2	8	0.5
Cc1ccc2cc(CCNC(=O)c3ccc(C)c([N+](=O)[O-])c3)c(=O)[nH]c2c1	-16	30	-12	8	-8	2	2.3
Cc1ccc(S(=O)(=O)N(C)C[C@@H]2Oc3c(NS(=O)(=O)c4ccc(Cl)cc4)cccc3C(=O)N([C@@H](C)CO)C[C@@H]2C)cc1	x	-2	x	-5	22[16.7 µM]	-24	0.9
CSc1nc(Cl)cc(=O)[nH]1	-4	10	5	11	x	0	1.2
CC(C)C(=O)Nc1nnc(SCC(=O)NC2CCCC2)s1	5	-14	-1	-7	4	-1	0.9
Cc1nc(C)c(C(=O)N(c2ccccc2F)C(C(=O)NCC2CCCO2)c2ccccc2)s1 (centres undefined)	-2	12	5	-3	-10	-4	6.8
CCCC[C@H](CN(N=O)[C@@H](Cc1ccccc1)CN(C)N=O)N(CCc1ccccc1)N=O	-4	11	1	7	31	-44	2.2
C/C=C/c1cnc2c(c1)C(=O)N([C@H](C)CO)C[C@H](C)[C@@H](CN(C)Cc1ccccc1F)O2	1	-6	x	-7	x	1	1.8
Cc1ccc(S(=O)(=O)Nc2ccc3c(c2)C(=O)N([C@H](C)CO)C[C@H](C)[C@H](CN(C)S(=O)(=O)c2ccc(C)cc2)OCCCC[C@@H](C)O3)cc1	-5	-3	9	-8	-1[16.7 µM]	24	4.2
COCCOC(=O)C1=C(C)NC(C)=C(C(=O)OC(C)C)C1c1cccc([N+](=O)[O-])c1 (centres undefined)	2	0	-2	6	6	x	-1.6
Cc1c(C(=O)OCC(=O)N(C)c2ccccc2)cccc1[N+](=O)[O-]	0	-7	4	2	x	-6	2.8
N#CCc1c(C#N)c(N)nc(Nc2ccccc2)c1C#N	11	-1	5	-4	-6	8	0.1
C=CCn1c(O)c2ccc(C(=O)N=NC(=O)c3ccc(F)cc3)cc2c1O	-3	x	0	-6	-14	-3	-4.8
CCOc1cccc(/C=N/NC(=S)NCCN2CCOCC2)c1O	-7	32	0	9	x	x	-1.9
COC(=O)CC1C(=O)NCCN1C(=O)c1ccc2oc(C(C)C)nc2c1 (centres undefined)	5	-17	0	-6	-15	-5	0.0
O=C(NCC(c1cccs1)N1CCOCC1)c1cc(Cl)ccc1[N+](=O)[O-] (centres undefined)	x	14	-2	-3	x	2	-1.8
Nc1ccn(C2OC(CO)C(O)C2F)c(=O)n1 (centres undefined)	11	1	-4	-14	-2	29	-0.5
CC(C)(C)OC(=O)NCCCCCNC(=O)c1nc[nH]c1C(=O)NCC(=O)OCc1ccccc1	1	10	-3	-1	x	-11	-0.1
